# Assay outcomes: PubChem BioAssay, National Center for Advancing Translational Sciences (NCATS)
# NPSR antagonist – neuropeptide S receptor (human) antagonism, cAMP. Q6W5P4. CHO-NPSR cells, cAMP TR-FRET, antagonist mode. Potency, µM (doses to about 38.3 µM), inactives show at the highest dose activity change, negative = inhibition, actives largely listed as inhibitors. actives 1% (n = 220,000). AID 1461; also: potency is read from the fitted curve at half-maximal effect; % is scaled to controls: 0 for no effect and ±100 for the full control effect; nearly all actives have a fitted effect of over 50% in size; many of its hits are not listed in these tables
# Target sequence (Q6W5P4 whole entry, looked up): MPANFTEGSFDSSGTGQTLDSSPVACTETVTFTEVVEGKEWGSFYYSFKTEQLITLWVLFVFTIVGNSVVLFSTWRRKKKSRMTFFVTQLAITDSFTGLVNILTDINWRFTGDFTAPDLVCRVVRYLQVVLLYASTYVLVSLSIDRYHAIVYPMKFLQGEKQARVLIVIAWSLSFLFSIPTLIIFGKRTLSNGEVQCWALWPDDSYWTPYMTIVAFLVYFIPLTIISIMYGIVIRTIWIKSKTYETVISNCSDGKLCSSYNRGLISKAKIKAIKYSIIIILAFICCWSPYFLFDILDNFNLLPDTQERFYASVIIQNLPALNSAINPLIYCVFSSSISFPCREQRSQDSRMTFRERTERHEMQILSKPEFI
# Epigenetic reg – regulators of epigenetic silencing causing reporter derepression in mouse cells | actives 0.2% (n = 280,000) | Potency, µM (doses to about 53.9 µM), without a hit: at the highest dose GFP activation, hits mostly activators | murine LDR cells, GFP reporter derepression, 30 h; also: potency is read from the fitted curve at half-maximal effect; % of control where 0% means no effect; nearly all actives have a fitted effect of over 60% in size
#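 Readout is the number of GFP-expressing murine LDR cells, counted by cytometry following washing. Cells were treated with compound for 30 h at 37 C; the stably integrated CMV-GFP locus is normally silent.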
# HttQ103 aggreg – inhibitors of mutant huntingtin aggregate formation in PC12 cells; PC12 HttQ103-GFP aggregates, Acumen cytometry, 40 h; Potency, µM (series often up to 46.1 µM), for inactives: at the top dose activity change, negative = inhibition, actives largely listed as inhibitors; actives 1.1% (n = 220,000); also: potency is read from the fitted curve at half-maximal effect; % is scaled to controls: 0 for no effect and ±100 for the full control effect; nearly all actives have a fitted effect of over 60% in size
#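 Inducible Q103 Huntingtin exon 1–GFP PC12 line, 1500 cells/well in phenol red free DMEM with 5% equine and 5% calf serum. Tebufenozide 100 nM induced expression; compounds titrated; aggregates quantified by cytometry.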
# IMPase Li cell – membrane-permeable IMPase blocker, potentiated with lithium; CHO-M1 cells, IP1 TR-FRET (IP-One), carbachol + lithium; Potency, µM (highest dose often 59.4 µM), without a hit: top-dose activity, negative = IMPase inhibition, usual class: inhibitors; actives 0.35% (n = 210,000); AID 1457;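 also: IP1 builds up when IMPase is blocked and the TR-FRET signal falls; potency is read from the fitted curve at half-maximal effect; plate controls were basal vehicle for no effect and high inhibitor control for full effect; nearly all actives have a fitted effect of over 50% in size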
#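 IP1 accumulation measured by competitive TR-FRET in lysed CHO-M1 cells after 30 min compound exposure at 37C, with a small lithium addition to potentiate weak responses. Hill-equation AC50 from ratio and donor-channel data.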
# Lamin A splicing – changes lamin A minigene splicing in HeLa cells; actives 0.01% (n = 200,000); HeLa LMNA splicing GFP/RFP minigene ratio, 48 h; Potency, µM (series often up to 46.1 µM), for the others: at the top dose ratio change, negative = inhibition, usual class: inhibitors; active = well fitted inhibition curve with a large enough effect in the signal ratio, with a control signal flat, not every such curve was filed as active; inconclusive = small, poorly fitted or top-dose-only effect, or effect the other way, or a change in a side signal; the % refers to the signal ratio; also: potency is read from the fitted curve at half-maximal effect; % is scaled to controls: 0 for no effect and ±100 for the full control effect
#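 S3 HeLa stable clones carrying a lamin A-EGFP splicing minigene plus DsRed2 were seeded at 600 cells/well in Opti-MEM with 2% FBS, pin-dosed and incubated 48 h at 37°C. Acumen cytometry (488 nm) gave the GFP/RFP total-intensity ratio.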
# Luc counter – blocks Kinase-Glo luciferase, a counter-screen artifact; actives 0.28% (n = 200,000); Q27757; Kinase-Glo luciferase, ATP luminescence, 8 min; Potency, µM (titrated, usually from 38.3 µM), inactives show at the highest dose activity change, negative = inhibition, hits mostly inhibitors; also: potency is read from the fitted curve at half-maximal effect; % is scaled to controls: 0 for no effect and ±100 for the full control effect; nearly all actives have a fitted effect of over 60% in size
#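 Recombinant Kinase-Glo luciferase, 10 uM ATP (linear range), luciferin; imidazole pH 7.2 / KCl / MgCl2 / Tween / BSA buffer; 8 min RT; luminescence.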
# CBFb RUNX1 block – CBF-beta/RUNX1 interaction disruption; Q01196+Q13951; AlphaScreen CBFb-His/RUNX1-biotin binding, biochemical; Potency, µM (titrated, usually from 59.8 µM), inactives show at the highest dose activity, negative = inhibition, actives largely listed as inhibitors; 230,000 tested, under 10 active; also: % of control where 0% means no effect
# Target sequence (Q01196 whole entry, looked up): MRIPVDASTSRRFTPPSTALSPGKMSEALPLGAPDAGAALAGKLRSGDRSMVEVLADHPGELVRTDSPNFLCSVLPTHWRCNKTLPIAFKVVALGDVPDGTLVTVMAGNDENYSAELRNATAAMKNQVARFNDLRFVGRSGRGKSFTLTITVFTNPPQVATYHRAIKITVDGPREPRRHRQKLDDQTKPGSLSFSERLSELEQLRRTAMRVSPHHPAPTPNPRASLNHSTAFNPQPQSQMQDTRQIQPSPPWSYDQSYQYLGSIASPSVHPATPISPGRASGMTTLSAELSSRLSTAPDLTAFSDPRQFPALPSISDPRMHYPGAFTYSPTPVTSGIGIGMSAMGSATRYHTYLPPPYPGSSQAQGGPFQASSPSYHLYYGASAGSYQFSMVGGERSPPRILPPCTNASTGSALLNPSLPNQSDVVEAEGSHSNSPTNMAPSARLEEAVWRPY
# Target sequence (Q13951 whole entry, looked up): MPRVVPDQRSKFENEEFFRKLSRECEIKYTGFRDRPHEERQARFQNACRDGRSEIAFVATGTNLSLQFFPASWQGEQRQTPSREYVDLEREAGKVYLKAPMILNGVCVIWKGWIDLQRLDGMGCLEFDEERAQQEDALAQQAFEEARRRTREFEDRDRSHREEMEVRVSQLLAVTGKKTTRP
#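 AlphaScreen binding: CBFb-His and RUNX1-biotin (30 nM each) preincubated 20 min, compound added for 15 min, then nickel and streptavidin beads for 90 min, all at room temperature. Disruption of the interaction by any mechanism counts as activity.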
# Numbers without * were called inactive; ? = inconclusive; · = no result given; [ ] = remark or other dose. Unless noted, calls follow the shape of the dose curve; as a rule, active = well fitted curve in the direction sought with a large enough effect; inconclusive = small, poorly fitted or top-dose-only effect, or another doubt; inactive = no such curve, though single readings can be large; an effect the other way counts as inactive or inconclusive. Some of the compounds tested, so the mix of outcomes need not match the whole.
SMILES,NPSR antagonist,Epigenetic reg,HttQ103 aggreg,IMPase Li cell,Lamin A splicing,Luc counter,CBFb RUNX1 block
CC1Cc2cc(-c3csc(NC(=O)Cc4cccs4)n3)ccc2N1S(C)(=O)=O (configuration not stated),-27%[46.1 µM],0.0%,?,19%,?,-4%,5%
O=C(c1ccc2c3c(cccc13)CC2)C1CCCN(Cc2ccc(OCCO)cc2)C1 (configuration not stated),23%,1.0%,5%[9.22 µM],22%,-10%[46 µM],-7%,4%
CCN(CC)S(=O)(=O)c1cccc(NC(=O)c2ccc(Br)cc2)c1,-33%,6.4%,-21%,27%,-13%[46 µM],4%,19%
CC(C)C[C@H](NC(=O)c1nc[nH]c1C(=O)NC(c1ccccc1)c1ccccc1)C(=O)OC(C)(C)C,?,3.7%,-20%[9.22 µM],14%,·,·,7%
CCc1ccc(Oc2nnnn2-c2ccc(C(N)=O)cc2)cc1,5%,-7.5%,8%[9.22 µM],-6%,·,3%,3%
CCOC(=O)c1c(NC(=O)c2nn(CC)cc2Br)c(C#N)cn1-c1ccccc1,?,-0.9%,-54%,11%[38.3 µM],-24%,0%,-3%
O=C(O)C1C2C=CC(O2)C1C(=O)Nc1ccc(S(=O)(=O)N2CCc3ccccc32)cc1 (configuration not stated),-5%[46.1 µM],0.0%,20%,-9%[38.3 µM],2%,1%,0%
Cc1ccc(/C=N/N2CCN(c3ccc(Cl)cc3)CC2)o1,-5%[46.1 µM],-0.1%,-12%,-2%[38.3 µM],9%[0.0737 µM],0%,-4%
CN(C)/C=C1\SC(=S)N(c2ccc(F)cc2)C1=O,6%,-2.8%,11%[9.22 µM],·,·,·,7%
Cc1cc(C(=O)COc2ccc3ccc(=O)oc3c2)c(C)n1Cc1cccs1,-8%,1.0%,-6%,6%,-8%,-1%,16%
O=C(c1cc(-c2ccco2)on1)N1CCN(C(c2ccccc2)c2ccccc2)CC1,-28%[46.1 µM],?,7%,·,?,·,-11%
CCOC(=O)C1(Cc2ccc(OC)cc2)CCN(C(=O)CCN2CCCC2=O)CC1,-4%,1.5%,-25%,3%,·,-1%,3%
NC(=O)CSc1nnc(Cc2ccc3c(c2)OCO3)o1,7%,-3.3%,-5%[9.22 µM],3%,?,5%,-4%
CCN(CC)C(=O)Cn1cc(C(=O)C(=O)N2CCc3ccccc32)c2ccccc21,-12%,0.7%,-2%,6%,23%[9.22 µM],3%,0%
CCCc1nc2sc3ccccc3c(=O)c2c(=O)n1CCOC,-5%[46.1 µM],0.9%,-14%,6%[38.3 µM],7%,2%,2%
NCCSC1CC(=O)N(Cc2ccc(F)cc2)C1=O (configuration not stated),7%,-0.4%,23%,19%,-18%[46 µM],-1%,3%
O=C(Cn1c2ccccc2c(=O)c2ccccc21)N/N=C/c1cc([N+](=O)[O-])ccc1N1CCCCCC1,-15%[46.1 µM],20µM*,?,0%[38.3 µM],8%,-8%,-3%
O=C(CN(c1ccc(F)cc1)S(=O)(=O)c1ccc2c(c1)OCCO2)NCC1CCCO1 (configuration not stated),-7%[46.1 µM],0.9%,-2%,33%[38.3 µM],?,-2%,3%
CC(OC(=O)CCc1nc2ccccc2c(=O)[nH]1)C(=O)NC1CCCC1 (configuration not stated),-5%[46.1 µM],-0.9%,9%,·,-8%,·,-11%
CCc1ccc(OCC(O)CN2CCN(c3ccccc3)CC2)cc1 (configuration not stated),-4%[46.1 µM],-2.4%,2%,-6%[38.3 µM],3%,-4%,-9%
CC(=O)c1sc(-c2ccc(F)cc2)cc1NS(=O)(=O)c1ccccc1,?,0.2%,15%[9.22 µM],·,·,·,0%
O=C(NC(=S)NCCN1CCOCC1)c1ccccc1Br,15%,-0.8%,17%,-6%,11%,2%,12%
O=C(Nc1ccc(Cl)c(S(=O)(=O)N2CCOCC2)c1)c1ccccc1-c1ccc(C(F)(F)F)cc1,-11%,0.0%,-28%,4%,?,3%,-1%
CCOc1ccccc1/C=N/NC(=O)c1ccc(Cn2cc([N+](=O)[O-])cn2)o1,-17%[46.1 µM],0.9%,1%,21%[38.3 µM],-1%,0%,8%
O=C(c1cnn(-c2ccccc2)c1)c1ccc2ccccc2c1O,-27%[46.1 µM],0.0%,-8%,7%[38.3 µM],-1%,-1%,-2%
SMILES,NPSR antagonist,Epigenetic reg,HttQ103 aggreg,IMPase Li cell,Lamin A splicing,Luc counter,CBFb RUNX1 block
CCNc1nc(NCC)nc(OCCNS(=O)(=O)c2ccccc2)n1,5%,0.1%,23%[9.22 µM],·,·,·,7%
Cc1nn(CC(=O)Nc2ccc(S(=O)(=O)N(C)C)cc2)c(C)c1[N+](=O)[O-],19%,1.0%,18%,11%,-11%,0%,8%
O=C(c1ccc(C(F)(F)F)cc1)n1ccc(-c2cccs2)n1,-15%,-0.6%,-2%[9.22 µM],·,·,·,-2%
CC1CCCN(C(=O)C2(NC(=O)Nc3cccc(F)c3)CCCCC2)C1 (configuration not stated),-15%,0.0%,-8%,10%,14%[9.22 µM],2%,9%
O=C(Nc1ccccc1)C1=C[C@H](c2ccccc2)C[C@H](OCc2ccc(CO)cc2)O1,43%,1.5%,-6%[9.22 µM],1%,·,·,6%
Nc1ccn([C@@H]2O[C@H](CO)[C@@H](O)[C@H]2O)c(=O)n1,·,0.0%,·,3%,·,0%,7%[21.7 µM]
Cc1ccccc1-c1nc(CN2CCC(C(=O)NCc3ccco3)CC2)c(C)o1,-1%[46.1 µM],-0.2%,14%,6%[38.3 µM],3%,-1%,4%
Cc1cc([N+](=O)[O-])nn1CCCC(=O)Nc1cccnc1Cl,5%,-4.0%,?,4%,?,-3%,17%
CC(=O)Nc1cccc(C(=O)OCC(=O)NCc2ccc(F)cc2)c1,3%,-1.4%,-3%,9%,9%[46 µM],5%,-6%
COc1cc2c(cc1OC)C1=C(C#N)CCC(=NC(=O)c3ccco3)N1CC2,6%,-0.6%[10.1 µM],14%[9.22 µM],5%,?,-4%,4%
Cc1cc(NC(=NC2CC2)c2ccccc2)n(-c2ccccc2)n1,0%,2.3%,-4%,5%,·,·,6%
CCOC(=O)N1CCN(C(=S)Nc2ccccc2C(C)C)CC1,6%,1.1%,20%,-3%,-1%[46 µM],10%,-4%
O=C(CSc1nc2ncccc2[nH]1)NCc1ccccc1,-10%[46.1 µM],5.4%,-3%[9.22 µM],7%[38.3 µM],10%,1%,11%
O=C(c1ccc(Cn2cc(Cl)cn2)o1)N1CCN(Cc2ccc3c(c2)OCO3)CC1,-11%[46.1 µM],-1.5%,?,·,?,·,-5%
Cc1sc2ncnc(SCC(=O)NC(C)(C)C)c2c1C,-3%,0.0%,1%[9.22 µM],2%,·,1%,11%
Cc1cccc(N2CCN(CC(=O)Nc3ccc(-n4cnnn4)cc3)CC2)c1C,-3%[46.1 µM],-1.9%,10%,-22%[38.3 µM],7%,-1%,4%
Cn1c(=O)c2c3c(sc2n2c(SCC(=O)c4ccccc4)nnc12)COC(C)(C)C3,5%[46.1 µM],-3.4%,30%,·,-5%,·,0%
O=C(NCCCN1CCOCC1)C(C(=O)NCCCN1CCOCC1)c1ncc(C(F)(F)F)cc1Cl,19%,-0.3%,12%,-1%,·,3%,-12%
O=C1N(Cc2cccnc2)C[C@@H]2C[C@@H](c3cccc(OC4CCCC4)c3)N3CCC[C@@]123,4%,?,-1%[9.22 µM],21%,·,-2%,0%
CC(=O)c1ccc(OCC(=O)NC2CCS(=O)(=O)C2)cc1 (configuration not stated),-5%[46.1 µM],0.0%,-2%,·,0%,·,7%
O=C(O)c1ccccc1C1Nc2ccccc2C(=O)N1CCCN1CCOCC1 (configuration not stated),-15%,-1.0%,8%[9.22 µM],·,·,·,5%
O=C(NCCc1c[nH]c2ccccc12)C(=O)NCC1OCCN1S(=O)(=O)c1ccc(Cl)cc1 (configuration not stated),6%,-4.6%,-15%,3%,?,5%,5%[2.36 µM]
CCOC(=O)CSc1ncc(-c2ccccc2)cn1,-9%[46.1 µM],-0.9%,-6%,-6%[38.3 µM],10%,-3%,6%
CCN(CC)S(=O)(=O)c1ccc(N2C(=O)Nc3ccccc3N2O)cc1,20%,-0.9%,-14%,-1%,-18%,0%,10%
COc1ccccc1CNc1cc(-c2ccccc2)ccc1OC,-27%,1.0%,3%,-2%,-8%,-1%,-9%

# In another format: results already given
molecule | NPSR antagonist | Epigenetic reg | HttQ103 aggreg | IMPase Li cell | Lamin A splicing | Luc counter | CBFb RUNX1 block
CC(=O)c1ccc(OCC(=O)NC2CCS(=O)(=O)C2)cc1 (configuration not stated) | -5%[46.1 µM] | 0.0% | -2% | · | 0% | · | 7%
O=C(c1ccc(C(F)(F)F)cc1)n1ccc(-c2cccs2)n1 | -15% | -0.6% | -2%[9.22 µM] | · | · | · | -2%

# Next section
SMILES,NPSR antagonist,Epigenetic reg,HttQ103 aggreg,IMPase Li cell,Lamin A splicing,Luc counter,CBFb RUNX1 block
CCOc1ccccc1C1CC(c2ccccc2)Nc2nc(N)nn21 (configuration not stated),9%[46.1 µM],-1.5%,-3%,-1%[38.3 µM],4%,3%,-3%
COc1ccc2nc(NC3=NC(c4ccccc4)CC(=O)N3)nc(C)c2c1 (configuration not stated),13%,0.9%,-2%,3%,-9%,-2%,-5%
CC(=O)N1N=C(c2ccncc2)OC12CCCCCC2,1%[46.1 µM],1.2%,12%,1%,-18%,-4%,4%
Cc1ccc(C)c(NC(=S)Nc2ncccc2C)c1,39%,-0.8%,9%,3%,·,0%,-2%
CC(C)OC(=O)c1cc2c(ccn2-c2ccc(F)cc2)n1CC(=O)N1CCN(C(=O)c2ccco2)CC1,-13%,-4.2%,-6%[9.22 µM],·,·,·,8%
O=C(NCC1CCCO1)c1cc(-c2ccc(Cl)cc2Cl)on1 (configuration not stated),-15%[46.1 µM],2.6%,-24%,-7%[38.3 µM],-1%,-6%,-2%
CC1CCCCN1c1nnc(NC(=O)Cn2c(=O)oc3ccccc32)s1 (configuration not stated),-5%[46.1 µM],-1.4%,8%,-2%[38.3 µM],-3%,19%,-3%
O=C(CNc1ccc2c(c1)OCO2)N/N=C\c1ccccc1Cl,6%,0.0%,29%,8%,5%,-1%,2%
O=C(O)c1ccc(CSc2nnc(COc3ccccc3)o2)cc1,-27%,1.1%,-10%,-2%,·,·,-3%
